Screens from PubChem BioAssay.
LDHA block: qHTS assay for inhibitors of human lactate dehydrogenase; purified LDHA, NADH/diaphorase-resazurin fluorescence; active compounds read low; hit rate 0.15% among 480,000; activity change, % (values are at about 110 or 230 µM); AID 1347041, 2019; L-lactate dehydrogenase A chain (Homo sapiens), P00338; in the data active = activity change below about -30%; inconclusive = mostly about -25% to -30%;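 note: plate controls were DMSO wells for no effect and wells without enzyme for full effect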
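Human LDH5 at 2 nM final in Tris HCl pH 7.4 with 0.06 mM NADH and 0.2 mM pyruvate, reacted 5 minutes at room temperature. Remaining NADH coupled via diaphorase/resazurin; resorufin fluorescence read at 0 and 20 minutes, normalized to enzyme-free and DMSO wells.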
TrxR1 substrate: qHTS Assay for Substrates of Mammalian Selenoprotein Thioredoxin Reductase 1 (TrxR1): qHTS | purified TrxR1 substrate turnover, NADPH consumption readout | Potency, µM (top dose mostly 114 µM), for the others: at the highest dose activity change, negative = substrate turnover | hit rate 0.01% among 390,000 | AID 588456, 2011 | Thioredoxin reductase 1, cytoplasmic (Rattus norvegicus), O89049; note: potency is the fitted concentration of half-maximal effect; % is set by controls: 0 for no effect and ±100 for the full control effect; nearly all actives have a fitted effect of over 50% in size
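Rat TrxR1, dispensed at 90 nM, was prereduced with 400 uM NADPH (final) for 5 min at ~22 deg C, then incubated with compound 15 min before 400 uM selenite. A first-read NADPH fluorescence drop versus no-compound background flagged substrates.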
RGS4 inh: Inhibitors of Regulator of G Protein Signaling (RGS) 4: qHTS. Regulator of G-protein signaling 4 (Homo sapiens), P49798. Transcreener GDP fluorescence polarization, RGS4-accelerated GTP hydrolysis. Potency, µM (series often up to 114 µM), for inactives: top-dose activity change, negative = inhibition, most hits filed as inhibitors. hit rate 0.039% among 390,000; note: potency is the fitted concentration of half-maximal effect; % is set by controls: 0 for no effect and ±100 for the full control effect; nearly all actives have a fitted effect of over 75% in size; some results filed as inactive show a strong effect at the top dose
Target sequence (P49798 whole entry, looked up): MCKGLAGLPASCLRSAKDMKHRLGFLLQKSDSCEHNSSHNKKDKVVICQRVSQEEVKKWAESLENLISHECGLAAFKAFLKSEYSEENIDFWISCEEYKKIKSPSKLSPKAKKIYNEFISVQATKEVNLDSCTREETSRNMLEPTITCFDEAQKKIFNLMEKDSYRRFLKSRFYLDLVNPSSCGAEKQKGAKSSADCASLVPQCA
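MLSMR compounds (23 nl, pin-transferred) preincubated 10 min at room temperature with a 500nM (2x) first reagent, then RGS4 at 900nM (2x) plus Transcreener GDP mix added; fluorescence polarization (620/688 nm) read before and after 90 min at 30 °C.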
GRP78 ERSR act: qHTS for Inducers of the Endoplasmic Reticulum Stress Response (ERSR) in Human Glioma: qHTS; Potency, µM, inactives show top-dose activation, usual class: activators; U87-MG GRP78 promoter luciferase reporter, 16 h; AID 602332, 2012; hit rate 0.02% among 420,000; note: potency is the fitted concentration of half-maximal effect; series mostly up to about 76 µM; % of control where 0% means no effect; nearly all actives have a fitted effect of over 35% in size
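Stably transfected U87-MG human glioma cells carrying a GRP78-based luminescent sensor were seeded at 1000 cells/well, pin-dosed with compounds and incubated 16 h. Luciferase reagent was then added, and end-point luminescence was read after 10 min at room temperature.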
USP1 inh: Inhibitors of USP1/UAF1: Primary Screen; AID 743255, 2014; recombinant USP1/UAF1, Ub-Rhodamine cleavage fluorescence; Potency, µM (series often up to 57.1 µM), inactives show at the highest dose activity change, negative = inhibition, most hits filed as inhibitors; hit rate 0.23% among 390,000; note: potency is the fitted concentration of half-maximal effect; % is set by controls: 0 for no effect and ±100 for the full control effect; nearly all actives have a fitted effect of over 60% in size; inactives centre near -12
Target sequence (O94782 whole entry, looked up): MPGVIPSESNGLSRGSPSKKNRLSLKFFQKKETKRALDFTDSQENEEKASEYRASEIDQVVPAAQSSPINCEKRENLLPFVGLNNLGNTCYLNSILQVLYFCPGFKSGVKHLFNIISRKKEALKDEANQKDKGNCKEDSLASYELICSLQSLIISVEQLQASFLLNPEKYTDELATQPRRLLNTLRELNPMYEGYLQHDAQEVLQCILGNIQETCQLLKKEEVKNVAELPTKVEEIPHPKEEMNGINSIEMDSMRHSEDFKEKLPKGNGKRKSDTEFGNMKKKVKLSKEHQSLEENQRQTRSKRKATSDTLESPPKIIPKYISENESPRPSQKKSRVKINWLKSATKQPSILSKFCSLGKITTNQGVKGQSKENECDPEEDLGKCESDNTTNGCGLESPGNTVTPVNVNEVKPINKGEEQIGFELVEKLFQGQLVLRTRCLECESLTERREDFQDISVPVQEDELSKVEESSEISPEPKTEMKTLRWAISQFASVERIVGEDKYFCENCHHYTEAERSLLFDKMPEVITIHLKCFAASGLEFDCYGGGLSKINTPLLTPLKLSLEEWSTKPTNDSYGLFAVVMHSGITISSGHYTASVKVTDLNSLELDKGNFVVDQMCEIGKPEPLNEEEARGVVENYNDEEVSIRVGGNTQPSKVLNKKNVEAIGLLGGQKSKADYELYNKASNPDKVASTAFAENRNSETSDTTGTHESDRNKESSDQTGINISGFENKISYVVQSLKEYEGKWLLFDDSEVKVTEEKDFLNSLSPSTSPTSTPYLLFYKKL
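Step one: compound is pinned into 1nM USP1/UAF1 in HEPES pH 7.8 buffer with TCEP. Step two: 15 min room-temperature incubation. Step three: Ub-Rho (150nM final) starts cleavage, tracked by fluorescence over six one-minute reads.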
Vif-APOBEC3F blk: qHTS for Inhibitors of Vif-A3F Interactions: qHTS; Potency, µM (series often up to 46.1 µM), without a hit: top-dose activity, negative = active; hit rate 0.2% among 390,000; AID 602313, 2012; HeLa A3F-eYFP + Vif (tagged APOBEC3F with the HIV-1 protein that degrades it), YFP fluorescence increase; note: potency is the fitted concentration of half-maximal effect; % of control where 0% means no effect; nearly all actives have a fitted effect of over 65% in size
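Fluorescence increase (Ex 488/Em 500-530) after overnight compound treatment at 37 deg C flags inhibition of Vif-driven A3F-eYFP loss in stable HeLa A3F-eYFP/Vif cells seeded overnight beforehand.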
TrxR1 inh: qHTS Assay for Inhibitors of Mammalian Selenoprotein Thioredoxin Reductase 1 (TrxR1): qHTS; hit rate 1% among 390,000; Potency, µM (doses to about 114 µM), for inactives: at the top dose activity change, negative = inhibition, actives largely listed as inhibitors; recombinant rTrxR1, NADPH fluorescence consumption, selenite substrate; note: potency is the fitted concentration of half-maximal effect; % is set by controls: 0 for no effect and ±100 for the full control effect; nearly all actives have a fitted effect of over 65% in size
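Rat TrxR1 (90 nM in the dispensed reagent) was pre-reduced with 400 uM NADPH for 5 min at room temperature, then incubated with compound for 15 min. After 400 uM selenite was added, NADPH fluorescence (Ex 340/Em 450 nm) was followed for 8 min.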
IDH1 R132H inh: qHTS for Inhibitors of mutant isocitrate dehydrogenase 1 (IDH1): qHTS; Isocitrate dehydrogenase [NADP] cytoplasmic (Homo sapiens), O75874; IDH1-R132H enzyme, NADPH consumption, diaphorase/resazurin fluorescence; Potency, µM (top dose mostly 76.6 µM), without a hit: at the highest dose activity change, negative = inhibition, actives largely listed as inhibitors; hit rate 0.093% among 390,000; AID 602179, 2012; note: potency is the fitted concentration of half-maximal effect; % is set by controls: 0 for no effect and ±100 for the full control effect; nearly all actives have a fitted effect of over 65% in size
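IDH1-R132H (0.5 ug/mL) preincubated 30 min with compound, then NADPH (0.016 mM) and alpha-KG (2 mM) added; 80 min at RT, pH 7.5. Remaining NADPH coupled via diaphorase/resazurin to fluorescence (540/590 nm); concentration-response curves normalized to no-enzyme control.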
Vif-A3G inh: qHTS for Inhibitors of Vif-A3G Interactions: qHTS. DNA dC->dU-editing enzyme APOBEC-3G (Homo sapiens), Q9HC16. HeLa A3G-eYFP + Vif (tagged APOBEC3G with the HIV-1 protein that degrades it), YFP fluorescence, overnight. Potency, µM (titrated, usually from 46.1 µM), for the others: top-dose activity, negative = active, actives largely listed as inhibitors. hit rate 0.076% among 410,000;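 note: potency is the fitted concentration of half-maximal effect; % is set by controls: 0 for no effect and ±100 for the full control effect; nearly all actives have a fitted effect of over 60% in size; hits raise eYFP signal because A3G escapes Vif-driven loss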
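HeLa cells stably expressing Vif and C-terminally eYFP-tagged A3G, seeded overnight at 37 deg C, then exposed to compound by pintool overnight at 37 deg C. Rise in yellow fluorescence (Ex 488/Em 500-530, Acumen) marks blocked Vif-driven A3G degradation.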
An asterisk follows results filed as active; ? = inconclusive; . = not tested or not shown; & = joins results of further samples; [ ] = another dose, or the depositor's remark. Unless noted, calls come from the whole dose curve; as a rule, active = well fitted curve in the direction sought with a large enough effect; inconclusive = small, poorly fitted or top-dose-only effect, or another doubt; inactive = no such curve, though single readings can be large; an effect the other way counts as inactive or inconclusive.

SMILES	LDHA block	TrxR1 substrate	RGS4 inh	GRP78 ERSR act	USP1 inh	Vif-APOBEC3F blk	TrxR1 inh	IDH1 R132H inh	Vif-A3G inh
CCC(=O)N1c2ccccc2NC2=C(C(=O)CCC2)C1c1ccco1 (stereo not given)	-6	-18%[57.1 µM]	-22%	-3%	-9%	0%	26%[57.1 µM]	6%	-3%
Cc1nn(CC(=O)OCC(=O)c2ccc(OC(F)F)cc2)c(C)c1[N+](=O)[O-]	0	1%	-12%	-3%	-18%	-7%	10%	12%	-2%
COC(=O)/C(=C(O)\C=C\c1ccccc1[N+](=O)[O-])c1nc2ccccc2[nH]1	-6	2%	-31%	0%	?	-13%	10%	-8%	-5%
Cc1ccc(-c2nc(-c3nccc4ccccc34)oc2-c2ccccc2)cc1	-1	99%[activator][57.1 µM]	17%	-7%	?	-2%	29%[2.29 µM]	13%	1%
Cc1ccc2nc(SCC(=O)Nc3ccc(C(N)=O)cc3)[nH]c2c1	4	-16%[57.1 µM]	-41%	2%	-8%	-4%	24%[57.1 µM]	4%	-8%
CCOC(=O)C1(CCOC)CCN(C(=O)Cc2ccsc2)CC1	-14	5%	16%	7%	-20%	-3%	5%	-1%	-10%
O=C(OCC(=O)C12CC3CC(CC(C3)C1)C2)c1cccnc1	1	4%[57.1 µM]	?	-2%	1%	-2%	-5%[57.1 µM]	3%	0%
CCC(=O)Nc1cc(Cl)ccc1N1CCN(C(=O)CC)CC1	-2	2%[57.1 µM]	-2%	-5%	-1%	-7%	-5%	3%	-2%
Cc1cc(C(C)(C)C)ccc1OC(=O)C1=CC=CN2CCS(=O)(=O)N=C12	-1	-2%	-5%	-2%	-12%	?	-16%	1%	1%
CCCCn1c(=O)[nH]c(=O)c2c1nc(-c1ccc(OCCC)c(OCC)c1)n2CCOC	1&-8	47%[activator][57.1 µM]	-22%	0%	-16%	-3%	-7%[57.1 µM]	-2%	-1%
Cc1ccc(NC(=O)NCC2CCN(Cc3cccc(Cl)c3)CC2)cc1Cl	0&-10	28%[0.0914 µM]	-14%&-10%	-8%&-8%	-21%&-9%	14%&0%	22%&10%	6%&0%	-22%&-10%
COC(=O)Sc1nc(N2CCOCC2)c2c(c1C#N)CC(C)(C)OC2	-1	-4%	?	-10%	-15%	2%	?	8%	2%
Oc1c(-c2cc(-c3ccco3)[nH]n2)ccc2ccccc12	3	7%	7%	4%	-12%	-11%	29%	15%	-1%
COCCn1c(SCC(=O)c2c(N)n(C3CC3)c(=O)[nH]c2=O)nnc1-c1cccc(C)c1	-5	-3%	13%	-2%	-10%	-2%	-2%	-1%	2%
Cc1onc(-c2ccccc2Cl)c1C(=O)Nc1ccc(CN2CCCC2)cc1	-1	3%	-5%	4%	-16%	-9%	12%	0%	0%
COc1ccc(S(=O)(=O)Nc2cccc3c2O[C@H](CN(C)S(=O)(=O)c2cccs2)[C@@H](C)CN([C@H](C)CO)C3=O)cc1	-3	-7%[57.1 µM]	-29%	0%	-18%	5%	7%[57.1 µM]	6%	0%
COc1cccc(CNc2nccn(-c3ccc(OC)c(OC)c3)c2=O)c1	2	5%[57.1 µM]	-29%	0%	?	-6%	17%[57.1 µM]	11%	4%
CCN(CC)C(=O)Cn1c(=O)n(CCCC(=O)NCc2ccccc2)c(=O)c2sccc21	-1	11%	-6%	-3%	-2%	-5%	16%	0%	-3%
C#CCSc1nc2ccccc2c(=O)n1CC=C	-12	0%	-2%	-3%	.	.	7%	.	-1%
COc1ccc(-n2c(Cc3cccn3C)nnc2SCC(=O)Nc2ccc(F)cc2)cc1	1	-2%	-19%	-2%	?	0%	17%	-10%	-3%
CC1=NNC(=O)C1Cc1c(Cl)cccc1Cl (stereo not given)	-6	10%[2.29 µM]	4%	-1%	-6%	5%	11%[57.1 µM]	0%	1%
CC(=O)Nc1c(I)c(C(=O)N[C@H]2C(O)O[C@H](CO)[C@@H](O)[C@@H]2O)c(I)c(N(C)C(C)=O)c1I (stereo not given in full)	-6	5%	-4%	0%	-26%	-2%	15%	15%	2%
C(=C\n1nnc2ccccc21)/c1ccc[nH]1	2	2%	-48%	1%	-3%	?	13µM*	14%	-4%
COc1ccc(Cl)cc1NC(=O)CSc1nc(=O)n(Cc2ccco2)c2c1CCC2	-4	5%[57.1 µM]	-25%	1%	-25%	7%	12%[57.1 µM]	3%	-4%
Cc1ccc(NC(=O)c2ccccc2N(C)S(=O)(=O)c2ccccc2)c(C)c1	-2	-12%	-7%	-8%	-5%	12%	-9%	3%	2%
Cc1nc(-c2ccc(C(=O)Nc3cccc(F)c3)cc2)cs1	-8	-3%	-1%	-9%	-9%	-12%	15%	-17%	3%
CC(C)[C@H](NC(=O)C1CCC(CNC(=O)[C@@H]2CCCN2C(=O)OC(C)(C)C)CC1)C(=O)O (stereo not given in full)	-4	14%[57.1 µM]	-12%	-1%	-16%	8%	-24%	4%	5%
Cc1ccc2sc(N(CCCN(C)C)C(=O)c3ccc(S(=O)(=O)N(C)Cc4ccccc4)cc3)nc2c1C	1	0%	5%	-1%	-20%	5%	0%	0%	-5%
CCCC(C(=O)N(C)CC(=O)Nc1ccc(N2CCOCC2)cc1)c1ccccc1 (stereo not given)	-1	0%	-9%	-6%	-15%	1%	2%	1%	-9%
O=C(NCCN1CCOCC1)c1cc(-c2ccc(Cl)cc2Cl)on1	-6	-1%[57.1 µM]	27%	0%	-3%	-4%	4%[57.1 µM]	3%	0%
CCOC(=O)c1c(C)[nH]c(C)c1C(=O)COC(=O)CNC(=O)c1ccc(OCC)cc1	-5	7%[57.1 µM]	10%[11.4 µM]	-1%	8%	-8%	6%	7%	1%
CCCCCCCCNS(=O)(=O)CCNCc1ccccc1OC	0	-1%	9%	-7%	-28%	7%	18%	2%	-9%
O=Cc1ccccc1OCc1nnsc1Cl	-1	-5%	9%	-4%	-13%	5%	-1%	-8%	-22%
CC1(CCC(=O)N2CCCC(Nc3ccc(F)cc3)C2)CC1 (stereo not given)	2	-2%	-2%	-3%	-14%	-10%	17%	11%	-5%
Cc1ccc(NC(=O)Cn2c(=O)c3cccn3c3ccccc32)c(C)c1	-3	0%	-9%	-1%	-24%	-8%	13%	-7%	1%
O=C(Nc1ccccc1)C1=C[C@H](c2ccc(Br)cc2)C[C@H](OCc2ccc(CO)cc2)O1	-2	-7%	0%	-5%	-23%	-3%	-1%	-9%	0%
CC(C)OCCCNC(=O)c1ccc2c(=O)n(Cc3ccc4c(c3)OCO4)c(=S)[nH]c2c1	-6	1%[57.1 µM]	-1%	-5%	-7%	2%	21%[57.1 µM]	-4%	1%
O=C(OCc1ccc(F)cc1)c1cc(S(=O)(=O)N2CCCCC2)ccc1N1CCOCC1	-4&-1	7%	8%	-5%	-19%	-17%	19%	3%	1%
CC(=O)Nc1ccc(C(=O)COC(=O)c2cccs2)c(F)c1	0	0%	-7%	5%	-4%	-8%	7%	8%	-2%
CC(C)COc1ccc(Nc2ncnc3ccc(Br)cc23)cc1	-12	-5%	7%	0%	-14%	6%	-6%	-11%	-1%
Cc1ccc(S(=O)(=O)Oc2ccc(/C=C(/NC(=O)c3ccccc3)C(=O)O)cc2)cc1	-6	3%[57.1 µM]	6%	-3%	0%	-8%	9%[57.1 µM]	11%	1%
Cc1ccccc1Nc1nc(N)nc(CSCc2c(C)noc2C)n1	-4	-3%	21%	3%	-7%	-2%	9%	0%	4%
CC(C)Oc1ccc(S(=O)(=O)N2CCOCC2)cc1NC(=O)Cc1c(F)cccc1Cl	-2	-8%	-3%	-2%	-9%	-3%	6%	1%	-3%
C/C(=N\NC(=O)c1nnn(-c2nonc2N)c1CN(C)c1ccccc1)c1ccccn1	3	2%	-10%	-3%	-21%	0%	31%	-1%	-5%
CSc1nnc(-c2ccc(Br)s2)n1C	1	11%[57.1 µM]	3%	2%	-1%	7%	27%[57.1 µM]	5%	0%
Nc1ncncc1-c1ccccc1Cl	-9	-3%	11%	-2%	4%	1%	9%	17%	0%

Not all compounds are listed; rates above refer to the full screens.
